# Screening data: PubChem BioAssay, Broad Institute
# mut p53 react = mutant p53 pathway re-activators, primary screen, cell-based, SW480, luciferase, single point, HTS. SW480 PUMA-promoter luciferase, p53 mutant reactivation. hit rate 1.5% among 28,000. activation, % at 9.98 µM; in the data active = activation above about 52%
# STK33 inh = STK33 kinase inhibitors, primary screen, biochemical, luminescence, ADP-Glo, MBP substrate | inhibition, % at 12.5 µM | hit rate 0.44% among 27,000 | AID 2322, 2010; in the data active = inhibition above about 20%
# Target sequence (Q9BYT3 whole entry, looked up): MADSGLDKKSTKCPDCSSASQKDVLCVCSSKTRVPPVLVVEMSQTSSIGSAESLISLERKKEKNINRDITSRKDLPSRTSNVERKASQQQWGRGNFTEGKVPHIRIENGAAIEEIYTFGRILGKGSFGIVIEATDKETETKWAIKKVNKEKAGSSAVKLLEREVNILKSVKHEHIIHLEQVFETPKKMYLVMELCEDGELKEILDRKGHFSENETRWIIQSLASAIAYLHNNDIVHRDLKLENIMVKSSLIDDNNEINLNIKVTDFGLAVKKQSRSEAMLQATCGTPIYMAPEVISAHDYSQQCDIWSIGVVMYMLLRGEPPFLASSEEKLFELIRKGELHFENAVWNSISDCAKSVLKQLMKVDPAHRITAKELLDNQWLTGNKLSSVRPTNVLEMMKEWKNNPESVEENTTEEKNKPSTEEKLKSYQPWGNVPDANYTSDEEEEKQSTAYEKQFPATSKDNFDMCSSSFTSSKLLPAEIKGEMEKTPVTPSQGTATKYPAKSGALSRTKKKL
# * = called active by the depositor; . = no result given. These rows are one share of the data (hit frequency here may not be typical).
SMILES,mut p53 react,STK33 inh
O=C(C[C@H]1C[C@H]2c3cc(NC(=O)c4cccnc4)ccc3O[C@H]2[C@H](CO)O1)NCCc1ccccc1,9,.
CCOc1ccc(-n2c(SCc3nc4ccccc4[nH]3)nc3sc4c(c3c2=O)CCCC4)cc1,-5,-1
C[C@H]1CN([C@@H](C)CO)C(=O)c2cc(NC(=O)Cc3ccccc3)ccc2O[C@H]1CN(C)S(C)(=O)=O,.,-10
Cc1ccc(NC(=O)Cn2ccc([N+](=O)[O-])n2)cc1Cl,24,-2
COc1ccc(NC(=O)N(C)C[C@@H]2OCCCC[C@@H](C)Oc3ccc(NC(=O)CCCN(C)C)cc3C(=O)N([C@H](C)CO)C[C@@H]2C)cc1,.,-2
C[C@H](CO)N1C[C@H](C)[C@H](CN(C)Cc2ccc(-c3ccccc3)cc2)Oc2ccc(NC(=O)CCCN(C)C)cc2CC1=O,.,0
CNC[C@@H]1Oc2c(NC(=O)c3ccncc3)cccc2C(=O)N([C@H](C)CO)C[C@H]1C,-6,.
NC(=O)CNCCC(c1ccccc1)c1ccccc1,1,.
O=C1CC(CSc2ccc(Cl)cc2)=NN1c1nc2ccccc2s1,.,-1
CC(C)CC#Cc1ccc2c(c1)O[C@@H](CN(C)Cc1ccccn1)[C@H](C)CN([C@H](C)CO)S2(=O)=O,-35,.
CC(C)c1cc(/C=C(\C#N)C(=O)NCCCc2ccccc2)cc(C(C)C)c1O,.,1
COc1ccc(NC(=O)N(C)C[C@H]2Oc3ccc(NS(=O)(=O)c4ccccc4)cc3C(=O)N([C@@H](C)CO)C[C@@H]2C)cc1,4,-1
COc1ccc(-c2cc(=O)[nH]c(SCC(=O)Nc3cccc(Cl)c3C)n2)cc1,5,2
Cc1noc(C)c1NC(=O)Nc1ccc2c(c1)CC(=O)N([C@H](C)CO)C[C@@H](C)[C@H](CN(C)S(=O)(=O)c1ccccc1)O2,2,-1
Cc1ccc(S(=O)(=O)NCC(=O)Nc2ccc(Cl)c(C(F)(F)F)c2)cc1,-1,4
COc1ccc(NC(=O)Nc2cccc3c2O[C@H](CN(C)S(C)(=O)=O)[C@H](C)CN([C@H](C)CO)C3=O)cc1,.,-1
Clc1ccc(-c2nnc(SCc3nc4ccccc4[nH]3)o2)c(Cl)c1,-6,4
COc1cccc(S(=O)(=O)N(C)C[C@@H]2Oc3ncc(-c4cc5ccccc5o4)cc3C(=O)N([C@H](C)CO)C[C@@H]2C)c1,.,4
Cc1cc(NC(=O)c2cc3nc(-c4cccs4)cc(C(F)(F)Cl)n3n2)n(-c2ccccc2)n1,-46,7
COc1ccc(S(=O)(=O)Nc2ccc3c(c2)C(=O)N([C@@H](C)CO)C[C@H](C)[C@H](CN(C)S(=O)(=O)c2c(C)noc2C)O3)cc1,-2,.
C[C@H]1CN([C@@H](C)CO)C(=O)Cc2cc(NC(=O)NC3CCCCC3)ccc2O[C@H]1CN(C)C(=O)Nc1ccc(F)cc1,-1,0
C[C@@H]1CN([C@H](C)CO)C(=O)Cc2cc(N(C)C)ccc2O[C@@H]1CN(C)S(=O)(=O)c1cn(C)cn1,7,1
COC(=O)C(C)c1ccc(C(=O)c2cccs2)cc1 (configuration not stated),.,-2
CNC[C@@H]1Oc2ncc(-c3cccc(F)c3)cc2C(=O)N([C@@H](C)CO)C[C@@H]1C,12,.

# Entries above with two or more sulfur atoms:
SMILES,mut p53 react,STK33 inh
CCOc1ccc(-n2c(SCc3nc4ccccc4[nH]3)nc3sc4c(c3c2=O)CCCC4)cc1,-5,-1
O=C1CC(CSc2ccc(Cl)cc2)=NN1c1nc2ccccc2s1,.,-1
COc1ccc(S(=O)(=O)Nc2ccc3c(c2)C(=O)N([C@@H](C)CO)C[C@H](C)[C@H](CN(C)S(=O)(=O)c2c(C)noc2C)O3)cc1,-2,.

# Rewritten as tab-separated lines: two of the compounds above
Structure	mut p53 react	STK33 inh
COc1ccc(-c2cc(=O)[nH]c(SCC(=O)Nc3cccc(Cl)c3C)n2)cc1	5	2
Cc1noc(C)c1NC(=O)Nc1ccc2c(c1)CC(=O)N([C@H](C)CO)C[C@@H](C)[C@H](CN(C)S(=O)(=O)c1ccccc1)O2	2	-1

# Later entries:
SMILES,mut p53 react,STK33 inh
C[C@@H]1CCCCO[C@H](CN(C)C(=O)CCC(F)(F)F)[C@H](C)CN([C@@H](C)CO)C(=O)c2cc(NC(=O)c3ccncc3)ccc2O1,5,.
O=C(Nc1ccccc1C(=O)OCc1ccc([N+](=O)[O-])cc1)c1ccco1,35,8
CS(=O)(=O)Nc1ccc2c(c1)[C@@H]1C[C@@H](CC(=O)N3CCOCC3)O[C@@H](CO)[C@@H]1O2,12,.
Cc1ccc(OCC(=O)OC2CCN(C)CC2)cc1,-5,3
Cc1ccc(NC(=O)CSc2nc3sc4c(c3c(=O)n2-c2ccccc2)CCC4)c(C)c1,-14,1
COC1OC2c3cc4c(cc3CCN(C)C2c2ccc3c(c21)OCO3)OCO4 (configuration not stated),7,-2
C[C@@H]1CCCCO[C@@H](CN(C)S(=O)(=O)c2cn(C)cn2)[C@@H](C)CN([C@@H](C)CO)C(=O)c2cc(NC(=O)Cc3ccccc3)ccc2O1,11,.
Cc1noc(C)c1NC(=O)Nc1ccc2c(c1)CC(=O)N([C@@H](C)CO)C[C@H](C)[C@@H](CN(C)C(=O)Nc1cccc3ccccc13)O2,1,0
COC(=O)c1csc(C(=O)c2c[nH]c3ccccc23)n1,-7,.
CS(=O)(=O)N(CC(=O)Nc1cccc(Cl)c1Cl)Cc1ccccc1,-3,1
C[C@H](CO)N1C[C@H](C)[C@@H](CN(C)S(=O)(=O)c2cccc(C#N)c2)OCc2cnnn2CCCC1=O,11,-4
COCC(=O)Nc1ccc2c(c1)[C@@H]1C[C@@H](CC(=O)NCc3ccccc3OC)O[C@@H](CO)[C@@H]1O2,6,.

# 4 structures already listed, ordered by SMILES length, low to high:
SMILES,mut p53 react,STK33 inh
Cc1ccc(OCC(=O)OC2CCN(C)CC2)cc1,-5,3
Cc1ccc(NC(=O)CSc2nc3sc4c(c3c(=O)n2-c2ccccc2)CCC4)c(C)c1,-14,1
C[C@H](CO)N1C[C@H](C)[C@@H](CN(C)S(=O)(=O)c2cccc(C#N)c2)OCc2cnnn2CCCC1=O,11,-4
C[C@@H]1CCCCO[C@H](CN(C)C(=O)CCC(F)(F)F)[C@H](C)CN([C@@H](C)CO)C(=O)c2cc(NC(=O)c3ccncc3)ccc2O1,5,.

# The list goes on:
SMILES,mut p53 react,STK33 inh
NC(=O)c1ccc2nc3ccsc3c(=O)n2c1,-15,.
CC(C)c1cc(I)ccc1NC(=O)CSc1nc2ccccc2c(=O)[nH]1,-7,3
Cc1cc(=O)oc2cc(NC(=S)NCc3cccnc3)ccc12,75*,-2
C[C@H]1CN([C@@H](C)CO)C(=O)c2cccc(NC(=O)C3CCCCC3)c2O[C@H]1CN(C)S(=O)(=O)c1cccs1,.,-2
C[C@@H]1CN([C@H](C)CO)C(=O)c2cc(NS(=O)(=O)c3ccccc3)ccc2O[C@H]1CN(C)Cc1ccc(-c2ccccc2)cc1,.,7
O=C(O)C[C@H]1C[C@H]2c3cc(NC(=O)C4CCC4)ccc3O[C@H]2[C@@H](CO)O1,0,.
C[C@@H]1CN([C@H](C)CO)C(=O)Cc2cc(NS(=O)(=O)c3ccccc3)ccc2O[C@@H]1CN(C)Cc1ccc(C(F)(F)F)cc1,.,-5
CCN(CC(=O)Nc1cccc(SC)c1)S(=O)(=O)c1ccc(C)cc1,4,2
CCC(=O)NCC[C@@H]1CCc2ccc3c(c21)CCO3,.,2
C[C@H]1CN([C@@H](C)CO)C(=O)c2cc(NC(=O)Cn3cnnn3)ccc2O[C@H]1CN(C)S(=O)(=O)c1ccc(Cl)cc1,-7,2
C[C@H](CO)N1C[C@H](C)[C@H](CN(C)C(=O)Nc2cccc3ccccc23)Oc2ncc(-c3cc4ccccc4o3)cc2C1=O,-25,5
O=C1O[C@H](c2ccccc2)[C@H](c2ccccc2)N2[C@H]1[C@@H](C(=O)N1CCCCCCC1)[C@]1(C(=O)Nc3ccc(C#CC4(O)CCCCCC4)cc31)[C@H]2c1ccc(O)cc1,.,7
COC(=O)c1ccsc1NC(=O)CSc1nnnn1-c1ccccc1SC,6,-6
C[C@@H]1CN([C@H](C)CO)C(=O)c2cccc(NC(=O)c3ccncc3)c2O[C@@H]1CN(C)Cc1ccc(Cl)c(Cl)c1,7,.
Cc1onc(-c2c(Cl)cccc2Cl)c1-c1csc(CCn2c(=O)oc3ccccc32)n1,.,-2
C[C@@H]1CN([C@@H](C)CO)C(=O)c2cc(NS(C)(=O)=O)ccc2O[C@@H](C)CCCCO[C@@H]1CN(C)C(=O)c1ccncc1,4,.
C[C@@H]1CCCCO[C@@H](CN(C)S(=O)(=O)c2ccc(F)cc2)[C@@H](C)CN([C@@H](C)CO)C(=O)c2cc(NS(=O)(=O)c3ccc(Cl)cc3)ccc2O1,-46,.
CC(C)OC(=O)CSc1nc(-c2cccs2)cc(C(F)(F)F)c1C#N,-6,0
C[C@@H]1CN([C@@H](C)CO)C(=O)c2cccc(NC(=O)c3cnccn3)c2O[C@H]1CN(C)CC1CC1,-9,.
COc1ccc(S(=O)(=O)N(C)C[C@@H]2Oc3ccc(NS(=O)(=O)c4ccccc4)cc3C(=O)N([C@@H](C)CO)C[C@@H]2C)cc1,.,-8
COc1ccccc1NC(=O)C1=C(C)NC2=C(C(=O)CC(c3ccc(OC)c(OC)c3)C2)C1c1ccc(C)o1 (configuration not stated),-17,1
CC(=O)c1c(O)cc(O)cc1CC(=O)O,7,-2
COc1cc(OC)c(NC(=O)CSc2ccccn2)cc1Cl,14,-2
O=C(CSc1nc(C(F)(F)F)cc(=O)[nH]1)Nc1ccc(F)cc1,-15,-3

# Reprinted at random: 3 records from the list
SMILES,mut p53 react,STK33 inh
COc1cc(OC)c(NC(=O)CSc2ccccn2)cc1Cl,14,-2
C[C@@H]1CCCCO[C@@H](CN(C)S(=O)(=O)c2ccc(F)cc2)[C@@H](C)CN([C@@H](C)CO)C(=O)c2cc(NS(=O)(=O)c3ccc(Cl)cc3)ccc2O1,-46,.
C[C@@H]1CN([C@@H](C)CO)C(=O)c2cc(NS(C)(=O)=O)ccc2O[C@@H](C)CCCCO[C@@H]1CN(C)C(=O)c1ccncc1,4,.

# (next part)
SMILES,mut p53 react,STK33 inh
COc1cc2oc(-c3ccccc3)cc(=O)c2c(OC)c1OC,16,-4
O=C(CCS(=O)(=O)c1nc(-c2ccccc2)cc(C(F)(F)F)n1)Nc1ccc(Cl)cc1Cl,-27,-1
C[C@H]1CN([C@@H](C)CO)C(=O)Cc2cc(NC(=O)C3CC3)ccc2O[C@H]1CN(C)Cc1ccc2c(c1)OCO2,8,-3
Nc1nc(N)n(-c2ccccc2)c(=Nc2ccccc2)n1,.,1
O=C(COc1ccc2c(-c3ccccc3)cc(=O)oc2c1)Nc1cc(C(F)(F)F)ccc1Cl,33,14
CC(Oc1ccc(C(C)(C)C)cc1)C(=O)NCc1ccco1 (configuration not stated),16,-2
COc1cccc(NC(=O)CSc2nc(-c3ccccc3)c(-c3ccccc3)[nH]2)c1,0,-4
C[C@H]1CN([C@@H](C)CO)C(=O)Cc2cc(N(C)C)ccc2O[C@H]1CN(C)Cc1ccccc1,4,1
COC(=O)C1=CO[C@@H](C)[C@H]2CN3CCc4c([nH]c5ccccc45)[C@@H]3C[C@H]12,-5,0
C[C@@H]1CCCCO[C@@H](CN(C)S(=O)(=O)c2ccc(F)cc2)[C@@H](C)CN([C@H](C)CO)C(=O)c2cc(NC(=O)CCC(F)(F)F)ccc2O1,.,6
Cc1noc(C)c1NC(=O)Nc1ccc2c(c1)C(=O)N([C@H](C)CO)C[C@H](C)[C@@H](CN(C)S(=O)(=O)c1cn(C)cn1)OCCCC[C@@H](C)O2,.,-2
Cc1ccc(S(=O)(=O)Nc2ccc3c(c2)CC(=O)N([C@@H](C)CO)C[C@H](C)[C@H](CN(C)Cc2ccccc2)O3)cc1,.,0
COc1ccc(NC(=O)N(C)C[C@H]2OCCCC[C@@H](C)Oc3ccc(NC(=O)NC(C)C)cc3C(=O)N([C@H](C)CO)C[C@@H]2C)cc1,.,-2
